IL-2 act = activates IL-2 in a cell-based reporter assay | 0.065% of 360,000 active | IL-2 activation reporter assay, cell-based qHTS; stimulated with anti-CD3/CD4/CD28 beads; in transgenic mouse T cells | activation, % (series mostly up to about 46 µM); in the data active = activation above about 50%; inconclusive = mostly about 30% to 49%; note: 0% is about no effect
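EGFP and DsRed fluorescence is measured by plate cytometry in unstimulated transgenic mouse T cells exposed to compound for 60 minutes, then stimulated 18 hours at 37 degrees C with anti-CD3/anti-CD4 beads plus anti-CD28.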
D3 ag = agonists of human D3 dopamine receptor; P35462; D3R DiscoveRx beta-arrestin cells, luminescence, 90 min; max activation, %; 0.58% of 410,000 active; AID 652048; in the data active = max activation above about 30%; note: 0% is about no effect; mostly tested at two doses, the higher about 12 µM
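Agonist mode: compounds and dopamine controls were applied to plated cells for 90 min at 37 degrees C after an overnight attachment at 1500 cells/well. Luminescent read-out followed 30 - 60 minutes at room temperature with DiscoveRx detection reagent.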
PI5P4K alpha inh = blocks human PI5P4K alpha kinase activity; 1.2% of 330,000 active; AID 652105; P48426; PI5P4Kalpha enzyme, ADP-Glo luminescence, 60 min; hits give low values; max response, %; active = max response of -50% or lower; inconclusive = between -30% and -50%; inactive = -30% or higher; note: value at the top dose of about 77 µM; % is set by controls: 0 for no effect and ±100 for the full control effect
Target sequence (P48426 whole entry, looked up): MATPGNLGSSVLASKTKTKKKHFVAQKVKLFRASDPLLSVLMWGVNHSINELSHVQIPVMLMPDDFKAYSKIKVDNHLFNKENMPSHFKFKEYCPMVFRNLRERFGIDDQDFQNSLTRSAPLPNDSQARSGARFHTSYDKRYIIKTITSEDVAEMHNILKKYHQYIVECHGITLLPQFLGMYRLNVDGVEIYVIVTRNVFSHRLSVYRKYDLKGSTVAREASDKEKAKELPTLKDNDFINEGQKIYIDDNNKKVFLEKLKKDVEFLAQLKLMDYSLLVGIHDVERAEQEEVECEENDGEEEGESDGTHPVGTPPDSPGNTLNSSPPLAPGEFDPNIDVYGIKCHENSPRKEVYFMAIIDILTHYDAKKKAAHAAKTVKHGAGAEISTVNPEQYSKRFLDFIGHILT
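ADP-Glo luminescence end-point after a 60 min room-temperature kinase reaction. PI5P4Kalpha and substrate in HEPES pH 7.4 buffer with EGTA, 0.1% CHAPS and 5% DMSO; ATP at 5 microM final.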
D3 antag = antagonists of human D3 dopamine receptor. P35462. D3R cells, DiscoveRx beta-arrestin luminescence, antagonist mode; hits give low values. max response, negative = inhibition, %. 2.5% of 360,000 active; in the data active = max response below about -50%; inconclusive = no clear call, values can overlap the other calls; note: % is set by controls: 0 for no effect and ±100 for the full control effect; mostly tested at two doses, the higher about 12 µM
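Cells expressing the human receptor were seeded at 1500 cells/well, incubated overnight at 37 degrees C in 5% CO2, then exposed to library compounds with dopamine controls for 90 minutes at 37 degrees C before luminescent detection.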
PLK1 PBD block = inhibitors of human PLK1 polo-box domain binding; P53350; Plk1 PBD binding of FITC phosphopeptide, fluorescence polarization; Potency, µM, for the others: max response, negative = inhibition, most hits filed as inhibitors; 2.8% of 360,000 active; note: potency is the fitted concentration of half-maximal effect; series mostly up to about 57 µM; % is set by controls: 0 for no effect and ±100 for the full control effect; nearly all actives have a fitted effect of over 65% in size
GLP1R cytotox = cytotoxicity in counter-screen for GLP-1R inverse agonists | HEK293 cAMP-luciferase reporter cells, luminescence, 24 h | Potency, µM (titrated, usually from 38.3 µM), inactives show top-dose activity change, negative = inhibition, most hits filed as inhibitors | 0.13% of 410,000 active;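 note: loss of luciferase light is scored as toxicity; potency is the fitted concentration of half-maximal effect; % is set by controls: 0 for no effect and ±100 for the full control effect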
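A 23 nL compound transfer followed 12 hours of cell culture at 37 deg C; exposure then lasted 24 hr. Luciferase assay detection reagent was dispensed and plates read for luminescence after a 12 min room-temperature wait.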
GLP1R inv ag = acts as inverse agonist at human GLP-1 receptor | P43220 | HEK293 GLP-1R CRE-luciferase, luminescence, 24 h; GLP-1R form is constitutively active | Potency, µM (titrated, usually from 38.3 µM), for the others: at the highest dose activity change, negative = inhibition, actives largely listed as inhibitors | 1.6% of 410,000 active | AID 624417; note: potency is the fitted concentration of half-maximal effect; % is set by controls: 0 for no effect and ±100 for the full control effect; nearly all actives have a fitted effect of over 55% in size
Target sequence (P43220 whole entry, looked up): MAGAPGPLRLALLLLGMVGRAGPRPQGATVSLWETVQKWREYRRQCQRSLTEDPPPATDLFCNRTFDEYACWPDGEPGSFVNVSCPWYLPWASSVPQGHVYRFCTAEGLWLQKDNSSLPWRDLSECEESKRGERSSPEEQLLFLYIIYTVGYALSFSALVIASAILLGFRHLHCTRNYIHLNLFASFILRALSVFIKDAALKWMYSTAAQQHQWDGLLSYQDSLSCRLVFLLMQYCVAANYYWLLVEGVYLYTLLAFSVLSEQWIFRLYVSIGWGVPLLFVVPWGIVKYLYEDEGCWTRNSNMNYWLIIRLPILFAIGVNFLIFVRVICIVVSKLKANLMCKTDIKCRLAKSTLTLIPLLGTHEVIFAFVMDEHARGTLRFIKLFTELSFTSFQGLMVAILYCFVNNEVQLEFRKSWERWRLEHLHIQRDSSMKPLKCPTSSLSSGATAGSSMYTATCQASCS
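Assay principle: reduced luminescence from a cAMP-responsive reporter in HEK293 cells co-expressing a constitutively active GLP-1R. Conditions: 24 hr compound incubation, 37 deg C, 5% CO2.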
WRN helicase inh = blocks human WRN helicase. WRN helicase unwinding, fluorescent forked duplex, kinetic. Q14191. 0.46% of 360,000 active. Potency, µM (titrated, usually from 114 µM), inactives show at the highest dose activity change, negative = inhibition, hits mostly inhibitors. AID 651768; note: potency is the fitted concentration of half-maximal effect; % is set by controls: 0 for no effect and ±100 for the full control effect; nearly all actives have a fitted effect of over 55% in size
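Kinetic red-fluorescence monitoring (525/598 nm) tracks WRN helicase activity after 100 nM fluorophore-quencher forked duplex and 2 mM ATP are added to 20 nM enzyme pretreated 15 min at room temperature with compound.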
GLP-1R agonist = GLP-1 receptor (human) agonism. Potency, µM (doses to about 45.6 µM), for inactives: at the top dose activation, usual class: activators. 0.007% of 380,000 active. HEK293 GLP-1R CRE-luciferase, luminescence, 4-6 h; cells express a hypersensitive GLP-1R form. P43220. AID 624172; note: potency is the fitted concentration of half-maximal effect; % of control where 0% means no effect
An asterisk follows results filed as active; ? = inconclusive; · = not tested or not shown; [ ] = another dose, or the depositor's remark. Unless noted, calls come from the whole dose curve; as a rule, active = well fitted curve in the direction sought with a large enough effect; inconclusive = small, poorly fitted or top-dose-only effect, or another doubt; inactive = no such curve, though single readings can be large; an effect the other way counts as inactive or inconclusive.

(1) CCOC(=O)Cn1c(=O)oc2cc(S(=O)(=O)N(C)c3cccc(C)c3)ccc21
(2) Cn1c(=O)c2c(ncn2CC(O)CNc2ccc(F)cc2)n(C)c1=O (stereo unspecified)
(3) O=C(Oc1ccc(N(Cc2cccs2)C2=NS(=O)(=O)c3ccccc32)cc1)c1ccccc1Cl
(4) O=C(c1ccc(=O)oc1)N1CCOCC1
(5) O=C(O)CCCC(=O)Nc1ccc(Oc2cccc(C(F)(F)F)c2)nc1
(6) CC(C)(O)[C@H]1Cc2cc3ccc(=O)oc3cc2O1
(7) O=C(CSc1nc2[nH]c(=O)cc(O)c2s1)Nc1cc(Cl)cc(Cl)c1
(8) CN(C)S(=O)(=O)c1cccc(NC(=O)COC(=O)C2(c3ccccc3F)CCCC2)c1

screen / no.	1	2	3	4	5	6	7	8
IL-2 act	-3.5	-1.9	-0.3	2.9	0.2	-0.4	-0.8	-4.4
D3 ag	-19	11	1	-1	7	0	4	6
PI5P4K alpha inh	-1	0	-65*	-3	-7	6	?	-5
D3 antag	-2	-10	0	-21	0	3	4	38
PLK1 PBD block	-15%	5%	2.7µM*	-29%	1%	-8%	-27%	5%
GLP1R cytotox	3%	7%	-2%	-6%	-3%	-3%	6%	7%
GLP1R inv ag	-27%	10%	2%	0%	12%	-15%	-4%	?
WRN helicase inh	-7%	3%	?	?	1%	1%[57.1 µM]	-11%[57.1 µM]	-3%
GLP-1R agonist	9%	-3%	-8%	0%	-7%	-1%	-3%	7%

(9) O=C(NC1CC2CCCC(C1)N2C(=S)Nc1ccccc1)C1CC1 (stereo unspecified)
(10) Cc1cc(C)cc(C(=O)OCC(=O)NCCNC(=O)COC(=O)c2cc(C)cc(C)c2)c1
(11) COc1cc(C#N)ccc1OCC(=O)NCCC1=CCCCC1
(12) CCN1CCN(C(=O)Cn2cnc3sc(C)c(S(=O)(=O)N4CCN(c5ncccn5)CC4)c3c2=O)CC1
(13) O[C@@H]1CN(Cc2ccccc2Cl)CC[C@H]1N1CCOCC1
(14) Cc1ccc(Nc2nc(N)nc(CN3CCN(Cc4ccc5c(c4)OCO5)CC3)n2)cc1Cl
(15) COc1ccc(C2C(C(=O)c3sc(C)nc3C)=C(O)C(=O)N2CCCn2ccnc2)cc1OC (stereo unspecified)
(16) COc1ccc(C(=O)N2N=C(c3cccs3)CC2c2ccccc2O)cc1 (stereo unspecified)

screen / no.	9	10	11	12	13	14	15	16
IL-2 act	2.6	-2.6	-0.3	-0.2	0.5	-2.8	1.5	-1.1
D3 ag	6	-5	-10	-3	0	-8	3	-5
PI5P4K alpha inh	4	0	1	3	3	-2	0	9
D3 antag	-2	24	11	16	0	?	8	16
PLK1 PBD block	-2%	4%	-6%	-3%	-18%	-6%	3%	-4%
GLP1R cytotox	4%	-6%	-7%	-3%	1%	-35%	6%	1%
GLP1R inv ag	7%	11%	18%	-4%	-23%	-94%	41%[activator]	?
WRN helicase inh	5%	4%	1%	-2%	2%	1%	5%	-19%
GLP-1R agonist	4%	4%	15%	9%	-2%	-12%	-3%	15%

(17) C=CCNCCOc1ccc(C(C)(C)c2ccccc2)cc1
(18) CCN(C(=O)COc1ccccc1)c1nnc(-c2cccnc2)s1
(19) COc1ccc2nc(NC(=O)CSc3nnnn3C3CCCCC3)sc2c1
(20) Cc1ccc(S(=O)(=O)N2CCC(C(=O)Nc3nnc(C)s3)CC2)cc1
(21) C[C@@H]1CN([C@@H](C)CO)S(=O)(=O)c2ccc(Br)cc2O[C@@H]1CN(C)C(=O)c1ccccn1
(22) Cc1nc2ccccc2n1CC(=O)c1ccccc1
(23) CCOC(=O)c1cccc(NC(=O)CN(c2ccc(C)cc2)S(=O)(=O)c2c(C)n[nH]c2C)c1
(24) O=C(NNC(=O)C1COc2ccccc2O1)c1cccc([N+](=O)[O-])c1 (stereo unspecified)

screen / no.	17	18	19	20	21	22	23	24
IL-2 act	-0.2	0.8	-1.0	0.7	-1.2	-0.3	-2.8	1.4
D3 ag	-9	1	1	-11	3	2	10	2
PI5P4K alpha inh	0	3	·	3	4	5	3	3
D3 antag	-15	15	7	-25	-1	1	9	1
PLK1 PBD block	6%	0%	-2%	-13%	0%	-7%	4%	-14%
GLP1R cytotox	-14%	27%	21%	3%	0%	-12%	-19%	-4%
GLP1R inv ag	?	17%	-6%	12%	-5%	-13%	-9%	4%
WRN helicase inh	-16%	-8%	-17%	6%	3%	-2%	-9%	-8%
GLP-1R agonist	12%	2%	14%	7%	-2%	0%	-1%	-1%

Individual results from the results shown:
Cc1nc2ccccc2n1CC(=O)c1ccccc1 in PI5P4K alpha inh is entered as 5
O=C(NNC(=O)C1COc2ccccc2O1)c1cccc([N+](=O)[O-])c1 (stereo unspecified) in IL-2 act is entered as 1.4
COc1ccc2nc(NC(=O)CSc3nnnn3C3CCCCC3)sc2c1 in GLP1R cytotox is entered as 21%
CCN(C(=O)COc1ccccc1)c1nnc(-c2cccnc2)s1 in GLP1R inv ag is entered as 17%
C=CCNCCOc1ccc(C(C)(C)c2ccccc2)cc1 in PLK1 PBD block is entered as 6%

The results go on.
(25) CCOC(=O)CN(C(=O)COc1nc(C)cc(C)c1C#N)c1cccc(Cl)c1
(26) Cc1c(Br)c([N+](=O)[O-])nn1CC(=O)Nc1ccccn1
(27) COc1ccc(C)cc1S(=O)(=O)N(C)CC(=O)NCc1ccncc1
(28) CCOC(=O)C1=NNC2(c3ccc(C)cc3)C(=O)N(c3ccccc3)C(=O)C12 (stereo unspecified)
(29) COc1ccccc1NC(=O)N1CCCC1C(=O)NCc1ccc2c(c1)OCO2 (stereo unspecified)
(30) COCCCNC(c1ccccc1)c1ccncc1 (stereo unspecified)
(31) CCn1c2ccccc2c2cc(NC(=O)COc3ccc(OC)cc3)ccc21
(32) Cc1ccc(S(=O)(=O)N2CCC[C@H]2C(=O)OCc2nc3ccccc3s2)cc1

screen / no.	25	26	27	28	29	30	31	32
IL-2 act	-2.3	0.2	2.1	-4.1	0.5	2.7	-2.1	-0.9
D3 ag	-4	4	2	-6	1	3	-1	0
PI5P4K alpha inh	2	6	0	7	2	0	0	-6
D3 antag	-12	1	-3	?	7	-11	0	2
PLK1 PBD block	-7%	-18%	-4%	-11%	-3%	-4%	2%	-12%
GLP1R cytotox	?	-10%	3%	9%	-16%	-8%	-6%	-5%
GLP1R inv ag	-20%	-4%	24%	5%	-15%	-10%	-18%	-14%
WRN helicase inh	5%	-1%	-3%	1%	-1%	2%	-9%	7%
GLP-1R agonist	23%	14%	2%	9%	-1%	8%	-6%	15%

(33) O=C(NC(=S)NCC1CCCO1)c1ccc(Br)o1 (stereo unspecified)
(34) O=C(Nc1ccccc1N1CCCC1)c1cc(=O)[nH]c2ccccc12
(35) COc1cccc(-c2cc(C(=O)N3CCN(Cc4ccc5c(c4)OCO5)CC3)on2)c1
(36) CCCCCc1nc(N)c(C#N)c(-c2ccco2)c1CCCC
(37) COc1ccc(C(O)c2nc(-c3cccc4cccnc34)cs2)cc1 (stereo unspecified)
(38) CC(C)CCN1CCC[C@]2(N[C@H](c3ccccc3)[C@@H]3C(=O)N(Cc4ccccc4)C(=O)[C@@H]32)C1=O
(39) CCOc1cccc(NC(=O)C2CC(=O)NC(=Nc3ccccc3)S2)c1 (stereo unspecified)
(40) O=C(O)CS(=O)(=O)CC(=O)O

screen / no.	33	34	35	36	37	38	39	40
IL-2 act	-3.2	-3.8	-1.1	3.7	-0.4	0.1	-0.2	-0.4
D3 ag	6	-8	-5	3	-4	-2	-3	-1
PI5P4K alpha inh	-6	7	5	-5	0	-1	2	0
D3 antag	-13	7	-7	10	-5	4	0	-23
PLK1 PBD block	-6%	-7%	-2%	-11%	-11%	-1%	-11%	-9%
GLP1R cytotox	-11%	0%	-13%	8%	-2%	-8%	-7%	7%
GLP1R inv ag	0%	-4%	?	?	1%	-15%	6%	3%
WRN helicase inh	4%	-1%	-2%	-16%	-9%	0%	-3%	1%
GLP-1R agonist	21%	0%	3%	1%	27%	1%	16%	4%

(41) COc1ccc(NC(=O)C/C(C)=N/NC(=O)COc2ccc(OC)cc2)cc1
(42) COc1ccc(CNC(=O)C2CCCN2C(=O)Nc2cccc(Cl)c2)cc1 (stereo unspecified)
(43) COc1ccc(CCN2C(=NC(=O)CC(C)C)SC3CS(=O)(=O)CC32)cc1OC (stereo unspecified)
(44) CC#CCCCC(=O)Nc1cccc(C(=O)O)c1
(45) CC(C)(C)C1N=C(c2ccc3ccccc3c2)OC1=O (stereo unspecified)
(46) COc1cc(OC)cc(-c2nc3nc(C)c(CCC(=O)Nc4cc(C)cc(C)c4)c(C)n3n2)c1
(47) O=C(NNC(=S)NC(=O)c1cccs1)c1ccc(O)cc1
(48) CCN(CC)CCN(C(=O)c1cccc(N2C(=O)CCC2=O)c1)c1nc2cc3c(cc2s1)OCO3

screen / no.	41	42	43	44	45	46	47	48
IL-2 act	0.0	-1.0	0.1	-0.2	-1.3	·	-2.0	0.1
D3 ag	1	1	-10	0	1	-6	3	-8
PI5P4K alpha inh	-3	1	1	-5	0	·	-10	-4
D3 antag	-10	11	5	0	1	·	-16	-14
PLK1 PBD block	-15%	4%	2%	-9%	-4%	·	-8%	-10%
GLP1R cytotox	16%	15%	7%	5%	7%	11%	4%	11%
GLP1R inv ag	7%	-8%	40%[activator]	46%[activator]	-6%	1%	16%	?
WRN helicase inh	-2%	9%	1%	-15%[57.1 µM]	4%	·	2%	11%
GLP-1R agonist	10%	-1%	14%	-6%	0%	-2%	-5%	4%

Whole records from above.
Shown for `COc1cc(OC)cc(-c2nc3nc(C)c(CCC(=O)Nc4cc(C)cc(C)c4)c(C)n3n2)c1` → IL-2 act = ·; D3 ag = -6; PI5P4K alpha inh = ·; D3 antag = ·; PLK1 PBD block = ·; GLP1R cytotox = 11%; GLP1R inv ag = 1%; WRN helicase inh = ·; GLP-1R agonist = -2%
Shown for `CC#CCCCC(=O)Nc1cccc(C(=O)O)c1` → IL-2 act = -0.2; D3 ag = 0; PI5P4K alpha inh = -5; D3 antag = 0; PLK1 PBD block = -9%; GLP1R cytotox = 5%; GLP1R inv ag = 46%[activator]; WRN helicase inh = -15%[57.1 µM]; GLP-1R agonist = -6%
